Assay outcomes from PubChem.
NS3 helicase inh = HCV NS3 helicase inhibition. NS3 helicase DNA unwinding, Cy5 molecular beacon fluorescence. inhibition, % at 10.9 µM. 290,000 tested, 0.56% active. AID 1800;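 active = inhibition above the mean of all tested compounds plus 3 SD, set per campaign, cut at about 35% in these data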;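 note: 0% = DMSO wells and 100% = thioflavine S control wells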
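System: Hepatitis C virus NS3 helicase domain fragment enzyme | Reagent: Annealed dual-labelled DNA beacon duplex, ATP-started | Compound dosing: 10.9 µM single point, 0.8% DMSO | Incubation: 1 h reaction at 25 °C, ATP-initiated | Technique: Cy5 fluorescence | Evaluation: Percent inhibition from t60/t0 fluorescence ratio | Benchmarks: Low DMSO, high thioflavine S at 110 µM | Replication: Singlicate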
IDE cell activ = IDE (human) activation, cell-based. activation, % at 5.96 µM. 340,000 tested, 0.073% active. P14735. HEK cells, FAbeta-B cleavage, fluorescence polarization; 0% vehicle, 100% cell-free pure enzyme wells. AID 493087;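 active = activation above the mean of all tested compounds plus 3 SD, set per screening campaign, cut at about 17% in these data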
PHOSPHO1 inh = inhibitors of human PHOSPHO1 phosphatase. Q8TCT1. recombinant PHOSPHO1, absorbance phosphatase assay. inhibition, % at 13.3 µM. 290,000 tested, 1.1% active. AID 1565; in the data active = inhibition above about 60%
IMP-1 inhibitor = blocks Pseudomonas aeruginosa IMP-1 metallo-beta-lactamase | purified IMP-1, nitrocefin hydrolysis, epi-absorbance fluorescence | inhibition, % at 5.6 µM | 290,000 tested, 0.45% active;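 active = inhibition above the mean plus 3 SD of all compounds in the same screening run, cut at about 4.5% in these data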;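 note: 0% = IMP-1 with DMSO and 100% = DMSO wells lacking enzyme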
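Test system: recombinant IMP-1 enzyme, purified / Medium: HEPES buffer pH 7.1 with ZnSO4 and Brij 35 / Doses: single dose, 5.6 µM / Times: 25 °C, 15 min preincubation, 25 min reaction / Detection: Epi-absorbance via hydrolysed-nitrocefin quenching of white-plate fluorescence, 480/530 nm, EDTA stop / Evaluation: percent inhibition from optical density relative to buffer-blank wells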
MEKK3 PB1 HTS = raises or lowers MEK5 binding to the human MEKK3 PB1 domain; bead-based flow cytometry, Alexa488-MEK5 binding to MEKK3; actives lie on both sides; 0 = blocked by unlabeled MEK5, 100 = vehicle; binding response (% of control), % at 10 µM; 290,000 tested, 1.4% active;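 active = binding response more than 3 SD above or below the average of its plate-row segment, actives on both sides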;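 note: Alexa488 bead fluorescence after subtracting the streptavidin-only scavenger bead signal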
DNA FID counter = counter-screen for HCV NS3 helicase inhibitors: DNA intercalator displacement; DNA fluorescent intercalator displacement, fluorescence; inhibition, % at 7.9 µM; 290,000 tested, 0.17% active; in the data active = inhibition above about 37%;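 note: 0% = vehicle and 100% = reference compound; higher means more ethidium bromide displaced from hairpin DNA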
SUMO HTRF inh = inhibitors of human SUMOylation (UBC9); P63279; HTRF SUMOylation assay, SAE1/SAE2 + UBC9, in vitro; inhibition, % at 35 µM; 290,000 tested, 0.36% active; in the data active = inhibition above about 50%, passing the limit was not always enough; note: strong numbers were not always called active
VIM-2 inh = blocks Pseudomonas aeruginosa VIM-2 metallo-beta-lactamase. purified VIM-2, nitrocefin hydrolysis, epi-absorbance fluorescence. inhibition, % at 5.6 µM. 290,000 tested, 0.89% active. AID 1527;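 active = inhibition above the mean of all tested compounds plus 3 SD, cutoff set per screening run, cut at about 7.5% in these data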;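 note: red hydrolysis product quenches plate fluorescence so inhibitors raise well fluorescence; 0% = enzyme with DMSO and 100% = DMSO without enzyme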
pCIP destab = compounds decreasing mouse p/CIP protein stability; Q05BA5; F442A p/CIP-EGFP cells, EGFP fluorescence, 16 h; decrease of EGFP signal, % at 10 µM; 290,000 tested, 0.01% active; AID 1984;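 active = EGFP signal decrease of at least 30% at 10 µM or well 3 SD below plate mean, unless failing retest; inactive = the rest, including hits failing retest or dose response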; note: some compounds called inactive have numbers as strong as hits; many of its hits are not listed in these tables
The depositor's hits bear a star; · = not tested or not shown. An excerpt, so the mix of outcomes need not match the whole.

Results follow in this order: NS3 helicase inh	IDE cell activ	PHOSPHO1 inh	IMP-1 inhibitor	MEKK3 PB1 HTS	DNA FID counter	SUMO HTRF inh	VIM-2 inh	pCIP destab
- COc1ccc(OC)c(NC(=S)NN2CCN(C)CC2)c1
    -0.7	6.2	8.2	-0.3	106.0	3.7	-0.5	-1.2	-9.4
- O=C(COc1ccccc1)Nc1cccc(-c2nnc(-c3ccccc3)o2)c1
    ·	0.1	-22.1	·	102.0	·	9.2	·	7.2
- CCOCCCNC(=O)c1cn(C)c2ccc(S(=O)(=O)N3CCCC3)cc2c1=O
    -4.3	-2.1	54.3	-1.7	98.0	-18.3	4.5	-2.8	2.5
- COc1ccc(N2CCN(S(=O)(=O)CCNC(=O)C34CC5CC(CC(C5)C3)C4)CC2)cc1
    -10.2	-1.0	-1.9	-1.2	103.0	-53.1	-6.9	-3.4	-4.5
- Cc1cccc(NC(=O)C2CCCN2C(=O)Oc2ccccc2)c1 (stereo unspecified)
    -12.4	0.1	11.6	-2.5	94.0	-6.3	-7.4	-1.1	-3.2
- C1=CC(c2cc3ccccc3o2)OC(CCc2ccccc2)C1 (stereo unspecified)
    -3.6	4.5	-1.7	1.3	96.0	-16.8	0.2	-0.9	0.3
- NC(=O)CS(=O)(=O)c1ccc(Cl)cc1
    0.9	0.0	19.9	-1.7	98.0	-6.0	10.7	0.0	5.8
- CC1CC(C(F)(F)F)n2ncc(C(=O)O)c2N1 (stereo unspecified)
    -3.7	9.2	-20.1	-2.2	102.0	0.7	26.9	0.9	-5.2
- CCOC1OC2C(CO)OC(n3cnc4c(N)ncnc43)C2O1 (stereo unspecified)
    21.2	-1.1	10.4	-2.3	114.0	-8.1	14.7	-1.7	13.5
- CCCOc1ccc([C@@H]2C3CN(C(=O)OCC)CC=C3C(C#N)=C(N)C2(C#N)C#N)cc1OC (stereo partly specified)
    3.0	-8.3	7.0	-2.1	101.0	-24.6	-10.7	0.9	3.6
- Cn1/c(=N/NC(=O)c2cccc(OC(F)F)c2)sc2ccccc21
    -2.3	5.7	1.9	-3.4	105.0	-8.2	5.7	-3.7	6.4
- O=C(COc1ccc(Cl)cc1Cl)NN1C(=O)/C(=C\c2ccc(Cl)cc2)SC1=S
    -6.2	-3.5	18.2	-0.9	99.0	-3.1	-16.4	-3.0	13.2
- Cc1ccc(SCc2nc(-c3ccccc3)no2)cc1
    -1.5	3.5	-2.2	-1.8	99.0	-5.1	7.3	-0.9	-23.3
- COc1ccc(S(=O)(=O)CC(=O)Nc2nnc(C(F)(F)F)s2)cc1
    20.2	0.6	38.1	-1.7	101.0	-7.1	10.1	-2.0	4.4
- O=C(Nc1cccnc1)c1cc(-c2cc(Cl)ccc2O)n[nH]1
    -6.9	5.7	41.6	-3.7	99.0	-0.2	0.6	-6.8	-1.5
- COc1ccc2nc(SCc3ccccc3)nc(C)c2c1
    4.5	2.8	-26.4	-3.6	98.0	-11.4	-11.8	1.2	-7.2
- O=C(Nc1cccc(C(F)(F)F)c1)c1scc2c1OCCO2
    6.3	0.7	20.5	-1.8	106.0	0.9	4.2	-1.7	6.6
- Cc1ccc(-c2nc3ccccc3o2)cc1NC(=S)NC(=O)c1cccs1
    -1.3	0.4	32.7	-0.2	105.0	2.9	40.4	-5.4	-7.6
- Cc1cc(C)n(-c2nc(SCCN(C)C)c3c4c(sc3n2)COC(C)(C)C4)n1
    -38.9	4.2	43.3	-3.8	76.0	22.4	-2.2	5.9	-4.2
- COCCNC(=O)c1ccc2ccccc2n1
    -0.2	2.4	0.5	-3.1	106.0	-1.2	26.8	-3.5	-6.3
- CCc1ccccc1N(CC(=O)NC(C)(C)C)C(=O)CCC(=O)Nc1ccccn1
    2.3	0.2	29.5	-1.3	104.0	-31.8	-9.9	-0.5	-1.2
- COc1ccc(Nc2cc(C(=O)NCCCN3CCOCC3)c3ccccc3n2)c(OC)c1
    -9.3	1.1	9.2	0.3	98.0	21.3	-1.2	-0.2	-3.2
- CCOc1ccc(C(=S)N2CCCC2)cc1
    5.0	1.9	17.1	-3.7	105.0	-5.8	10.5	-2.2	-6.0
- CC1(C)Cc2c(c(N3CCOCC3)nc3snc(NC(=O)c4ccccc4)c23)CO1
    7.3	-1.2	4.6	-0.2	90.0	-8.6	16.3	-0.6	0.7
- Cc1cc(C)n(-c2ccc(C(=O)Nc3ccc(C)c(S(=O)(=O)N4CCOCC4)c3)cc2)n1
    0.1	4.3	23.9	-3.5	92.0	-40.4	-11.3	-3.0	-8.2
- COc1ccccc1NC(=O)C1CCCN1S(=O)(=O)c1ccc(Cl)cc1 (stereo unspecified)
    17.8	1.6	0.0	-0.4	101.0	-25.5	-4.9	-0.5	-6.9
- CC(C)c1ccc(C(=O)NNC(=O)C2CC=CCC2C(=O)O)cc1 (stereo unspecified)
    14.1	2.7	14.1	-3.4	100.0	-4.0	5.9	-2.5	-2.5
- O=C(Nc1ccccn1)C(F)(F)C(F)(F)C(F)(F)C(F)(F)C(=O)Nc1ccccn1
    -4.9	1.5	14.9	-3.8	102.0	-1.8	29.1	-2.1	-17.3
- CCC(=O)N1CCc2cc(S(=O)(=O)CCC(=O)NC(C)CC)ccc21 (stereo unspecified)
    -1.5	0.1	-7.3	-3.4	106.0	-2.6	6.9	-2.0	2.7
- CC(Oc1ccccc1)c1ccnc2nc(/N=C/N(C)C)nn12 (stereo unspecified)
    0.9	2.9	20.9	-1.9	104.0	-1.6	19.4	-2.0	-7.6
- COc1ccc(-c2[nH]ncc2CN(C)CCc2c(C)n[nH]c2C)c(F)c1
    -3.5	8.3	67.1*	-1.7	96.0	3.8	9.1	-0.8	-5.9
- Cc1ccc(S(=O)(=O)NNC(=O)CC#N)cc1
    ·	-0.8	4.0	·	90.0	·	-32.7	·	-2.5
- COc1ccc(S(=O)(=O)NCc2cc(=O)n(C)c(=O)n2C)cc1C
    4.7	-2.4	10.6	-4.0	96.0	-10.1	2.2	-1.7	1.0
- Nc1ccc2c(c1)CC(=O)c1ccccc1S2
    -9.1	-2.4	2.1	-2.6	97.0	-0.4	25.7	-1.3	12.4
- O=C(O)c1cc(NCc2ccc(F)cc2)ccc1N1CCOCC1
    5.2	3.2	42.2	-2.8	102.0	2.4	0.8	0.7	-0.9
- CCc1cc2c(NC(Cc3ccccc3)C(=O)O)ncnc2s1 (stereo unspecified)
    13.7	-2.7	23.9	-2.0	102.0	-31.2	6.6	-2.6	0.2
- c1cc2nncn2nc1N1CCCC1
    -4.1	3.0	6.3	-1.4	100.0	4.9	-4.3	-0.7	-14.9
- CCCN(C(=S)Nc1ccccc1)C1CCS(=O)(=O)C1 (stereo unspecified)
    2.4	7.0	37.9	-1.9	103.0	-3.9	-0.8	-6.3	-3.3
- CCCCCCC(=O)N/N=C1\CCCc2ccccc21
    -8.3	1.1	0.2	-2.6	98.0	-5.9	-2.6	-1.2	-4.7
- CCN(CC)C(=O)CSc1nc2c(sc(=S)n2-c2ccccc2)c(=O)n1Cc1ccco1
    4.4	-3.3	27.9	-2.4	106.0	-24.9	14.2	0.4	-13.1
- O=C(c1ccccc1NS(=O)(=O)c1ccc(Br)s1)N1CCCC1
    11.1	4.6	3.7	-2.3	79.0	-24.6	19.4	-3.3	-5.2
- COc1ccc(N2CCN(C(=O)c3ccccc3Br)CC2)c([N+](=O)[O-])c1
    -13.2	-1.9	15.4	-2.1	107.0	-21.2	8.0	-2.0	-14.0
- CCOc1ccccc1/C=C(\C#N)C(=O)Nc1cccc(C(=O)O)c1
    14.1	-1.4	44.6	-2.6	101.0	-13.5	22.3	-2.4	-10.4
- COc1ccc(NC(=O)CN(c2ccc(OC)c(Cl)c2)S(=O)(=O)c2ccccc2)cc1
    -5.6	1.2	28.7	-2.2	103.0	-15.1	-7.4	-1.6	7.2
- O=C(Nc1nnc(-c2ccccc2)o1)c1cc(Cl)sc1Cl
    10.0	-1.2	13.5	-3.3	98.0	0.8	10.6	-1.1	-2.8
- Cc1ccc(C)c(S(=O)(=O)N2CCN(c3ncccn3)CC2)c1
    5.8	-4.7	17.0	-3.4	102.0	-7.3	-5.8	-2.1	14.4
- COc1ccc(CC(NC(C)=O)C(=O)NC2CCN(S(=O)(=O)c3ccccc3)CC2)cc1OC (stereo unspecified)
    -3.7	9.3	-4.9	-1.9	104.0	-10.4	-9.1	-0.2	0.0
- CCCc1nnc(NC(=O)COc2ccc3c(c2)OCO3)s1
    -8.6	-1.2	23.0	-1.3	105.0	-20.9	15.8	-1.8	-7.0
- CCOc1ccc(C2C(C(=O)c3ccc(C)o3)=C(O)C(=O)N2CCCN(CC)CC)cc1 (stereo unspecified)
    4.6	3.3	19.9	-2.0	85.0	-6.5	-12.5	-1.2	5.0
- CCCNc1c(N)c(=O)oc2ccccc12
    -3.9	3.2	8.6	-0.7	100.0	-3.5	-8.2	0.2	-4.6
- O=C(N/N=C/C=C/c1ccco1)c1cccs1
    25.5	7.4	-130.7	-2.1	99.0	-9.3	24.7	-3.1	-13.9
- CCOC(=O)N1CCN(C(=O)c2ccc(Cn3c(=S)[nH]c4cc(C(=O)OC)ccc4c3=O)cc2)CC1
    -0.8	-0.1	22.6	-3.4	100.0	-28.6	18.9	-0.7	-12.5
- COC(=O)c1c(NC(=O)C2CC2)sc2c1CCCC2
    4.8	-0.6	26.2	-4.5	108.0	-9.1	3.1	-2.3	10.4
- N#C/C(C(=O)NCc1ccccc1)=C1/N=C(NC(=O)c2cccs2)c2ccccc21
    0.0	-2.9	-16.1	-5.0	115.0	-1.9	-1.6	-0.3	-0.2
- N#Cc1cc(Br)ccc1N=C1CCCN1c1ccccc1
    -2.6	1.7	-10.5	0.2	96.0	-0.2	-11.8	0.6	-5.4
- COc1cccc(CNC(=O)CN2C(=O)CCSc3ccc(S(=O)(=O)N4CCCC4)cc32)c1
    -5.8	0.7	-1.9	-1.4	93.0	-56.0	-4.0	-4.6	1.6
